# DAGLB inhibitor: DAGLB lipase inhibitors, primary screen, biochemical, fluorescence, HTS; AID 504411, 2011; Diacylglycerol lipase-beta (Homo sapiens), Q8NCG7; inhibition, % at 5.17 µM; actives 0.059% (n = 340,000); HEK293T DAGLB membrane lysate, EnzChek fluorogenic substrate; in the data active = inhibition above about 34%;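 note: 0% = enzyme with vehicle and 100% = wells lacking enzyme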
# Target sequence (Q8NCG7 whole entry, looked up): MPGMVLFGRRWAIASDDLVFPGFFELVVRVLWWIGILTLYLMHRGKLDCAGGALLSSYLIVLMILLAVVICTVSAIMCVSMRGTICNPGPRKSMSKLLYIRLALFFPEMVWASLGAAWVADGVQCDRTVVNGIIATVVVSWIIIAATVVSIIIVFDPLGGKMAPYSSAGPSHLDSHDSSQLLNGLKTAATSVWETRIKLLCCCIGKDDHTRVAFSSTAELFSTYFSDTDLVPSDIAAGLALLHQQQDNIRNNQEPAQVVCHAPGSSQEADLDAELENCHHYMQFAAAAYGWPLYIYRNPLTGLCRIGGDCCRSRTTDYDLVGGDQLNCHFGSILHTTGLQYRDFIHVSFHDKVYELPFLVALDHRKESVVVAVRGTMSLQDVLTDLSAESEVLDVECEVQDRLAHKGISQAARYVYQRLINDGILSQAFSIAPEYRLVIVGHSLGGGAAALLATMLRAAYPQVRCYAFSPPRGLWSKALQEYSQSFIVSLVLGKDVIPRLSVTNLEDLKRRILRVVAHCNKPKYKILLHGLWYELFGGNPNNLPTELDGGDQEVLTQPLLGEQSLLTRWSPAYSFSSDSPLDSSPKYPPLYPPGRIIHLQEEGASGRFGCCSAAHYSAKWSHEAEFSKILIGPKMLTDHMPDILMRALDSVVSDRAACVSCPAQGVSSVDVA
# Arr AP2 block: inhibitors of beta-arrestin/AP2 binding, primary screen, biochemical, GPCR trafficking, flow cytometry | beta-arrestin 1 C-terminal peptide binding to AP2 beta2-adaptin appendage (human) | FITC-arrestin peptide / GST-AP2 beads; AP2 beta2 appendage carries R879A mutation | inhibition, % at 10 µM | actives 0.31% (n = 340,000);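 active = inhibition above a set limit, near 3 SD of compounds lacking own fluorescence, cut at about 54% in these data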;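 note: plate controls were DMSO wells for no effect and 5 µM unlabelled arrestin peptide for full effect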
#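 system = GST-tagged AP2 beta2-adaptin appendage (R879A) on 4 µm glutathione beads | reagent = FITC-labelled arrestin peptide probe, 50 nM final | schedule = compound with beads 12 min RT, then probe 1 h RT | signal = HyperCyt-sampled flow cytometry, FL1 channel, ex 488/em 535 nm | read-out = percent response from loss of bead-bound FITC fluorescence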
# HTR5A ag ctr: HTR5A agonists in luminescence cell assay, primary screen, counter-screen for OPRM1-OPRD1 heterodimer agonist project, full-deck HTS | 5-hydroxytryptamine receptor 5A (Homo sapiens), P47898 | cell-based | activation, % at 9.3 µM | actives 0.61% (n = 340,000); in the data active = activation mostly above about 9.5%, no sharp cut-off; inactive = mostly below about 7.6%;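 note: 0% = cells with vehicle only and 100% = reference agonist; strong numbers were not always called active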
# PKA-R2B activ: activators of PKA-R2B holoenzyme, primary screen, biochemical, fluorescence polarization, Cy5-IP20, human; PKA-R2B holoenzyme dissociation; R2B truncated from residue 108, S112A mutant; 0% DMSO only, 100% 113 µM cGMP; activation, % at 11.4 µM; actives 0.079% (n = 340,000);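 active = activation above a cutoff set at the mean over all compounds plus 3 SD, cut at about 18% in these data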;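 note: higher means more holoenzyme dissociation and a rise in polarization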
# Target sequence (P31323 whole entry, looked up, other chains not shown, the tested form may be a part): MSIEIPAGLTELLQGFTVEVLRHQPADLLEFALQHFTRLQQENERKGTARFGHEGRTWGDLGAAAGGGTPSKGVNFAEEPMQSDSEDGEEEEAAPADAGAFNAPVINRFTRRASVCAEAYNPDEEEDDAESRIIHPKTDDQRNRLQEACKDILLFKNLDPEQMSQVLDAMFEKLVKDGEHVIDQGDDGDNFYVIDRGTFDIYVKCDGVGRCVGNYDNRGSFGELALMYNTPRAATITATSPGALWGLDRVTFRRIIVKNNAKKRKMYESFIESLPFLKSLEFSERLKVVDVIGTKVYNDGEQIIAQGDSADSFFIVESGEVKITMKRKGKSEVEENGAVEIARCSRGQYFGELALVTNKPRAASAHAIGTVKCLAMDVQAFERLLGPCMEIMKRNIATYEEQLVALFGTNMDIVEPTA
# DSG3 Ab inh: inhibitors of pemphigus antibody binding to DSG3, primary screen, biochemical, bead-based, flow cytometry, scFv-GFP; actives 0.48% (n = 310,000); binding (percent of control), % at 10 µM; DSG3-coupled beads, scFv-anti-DSG3-GFP binding; stronger effect = lower value; Desmoglein-3 (Homo sapiens), P32926;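 active = binding more than 3 SD below its plate's average and above zero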;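 note: hits lower antibody fragment binding to DSG3; some compounds called inactive have numbers as strong as hits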
# PKA-R1A act: activators of PKA-R1A holoenzyme, primary screen, biochemical, fluorescence polarization, Cy5-IP20, bovine R1A, mouse PKAc; cAMP-dependent protein kinase type I-alpha regulatory subunit (Bos taurus) + …; PKA-R1A dissociation; scaled: DMSO 0%, 113 µM cGMP 100%; activation, % at 11.4 µM; actives 0.083% (n = 340,000); AID 504707, 2011;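 active = percent activation above the mean of all tested compounds plus 3 SD, cut at about 19% in these data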;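 note: higher means more PKAc released from R1A so a rise in polarization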
# OPRM1-OPRD1 ag: agonists of OPRM1-OPRD1 heterodimerization, primary screen, cell-based, luminescence; AID 504326, 2011; Mu-type opioid receptor (Homo sapiens) + Delta-type opioid receptor (Homo sapiens), …; actives 0.3% (n = 340,000); activation, % at 9.3 µM; cells; in the data active = activation above about 18%;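 note: 0% = vehicle-treated cells and 100% = reference agonist; values of inactives mirror those of a sister screen read the other way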
# V-ATPase pHluor: regulators of yeast V-ATPase proton pumping, primary screen, pHLuorin cytosolic pH fluorescence; S. cerevisiae; response, % at 10 µM; actives 0.37% (n = 350,000); AID 504577, 2011; in the data active = response mostly above about 7.3%, no sharp cut-off; inactive = mostly below about 5.4%; note: actives read high; inactives centre near 0; some compounds called inactive have numbers as strong as hits; reference of the scale not given here
# MOR-DOR inv ag: inverse agonists of MOR-DOR heterodimerization, primary screen, cell-based, luminescence; actives 0.21% (n = 340,000); cell-based MOR-DOR heterodimer luminescence, inverse agonism; Mu-type opioid receptor (Homo sapiens) + Delta-type opioid receptor (Homo sapiens), …; AID 504357, 2011; inhibition, % at 9.3 µM; in the data active = inhibition above about 22%, passing the limit was not always enough;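 note: 0% = cells with DMSO and 100% = wells without cells with DMSO; values of inactives mirror those of a sister screen read the other way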
# HTR5A inv ctr: HTR5A inverse agonists in luminescence cell assay, primary screen, counter-screen for OPRM1-OPRD1 heterodimer inverse agonist project, full-deck HTS; actives 0.083% (n = 340,000); HTR5A cell line, inverse agonism; inhibition, % at 9.3 µM; 5-hydroxytryptamine receptor 5A (Homo sapiens), P47898; AID 504634, 2011; in the data active = inhibition mostly above about 23%, no sharp cut-off; inactive = mostly below about 18%;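 note: 0% = cells with DMSO and 100% = no-cell wells with DMSO; some compounds called inactive have numbers as strong as hits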
# Numbers without * were called inactive; x = no result given.
# Values in the order – PKA-R1A act	Arr AP2 block	V-ATPase pHluor	HTR5A inv ctr	MOR-DOR inv ag	HTR5A ag ctr	DSG3 Ab inh	OPRM1-OPRD1 ag	DAGLB inhibitor	PKA-R2B activ
> CN(Cc1nc(Cc2ccccc2F)no1)[C@@H]1CS(=O)(=O)C[C@H]1O
  -11	16	-1	25	12	-3	101	-2.5	-2	-14
> COC(=O)CC1C(=O)NCCN1C(=O)NC1CCCCC1 (configuration not stated)
  -1	27	5	-28	5	5	99	-0.8	-2	-6
> CCC(CC)C(=O)OCC(=O)Nc1ccc(S(=O)(=O)N2CCOCC2)cc1OC
  -14	7	-3	-20	5	7	99	-1.2	-1	1
> Cc1ccc(-c2ccc(C(=O)NCc3ccccc3)o2)c2ccccc12
  -4	6	1	-4	-1	1	98	0.2	-8	6
> COC(=O)c1c(C)[nH]c(C(=O)/C=C/c2ccc(C)cc2)c1C
  -18	39	-3	-13	-1	3	105	0.1	-3	-11
> CCOC(=O)N1CCN(C(=O)CCn2nc(-c3ccc(Cl)cc3)ccc2=O)CC1
  -2	x	0	-5	3	4	107	-0.6	-1	7
> C/C(=N\NS(=O)(=O)c1ccc(C(C)(C)C)cc1)c1ccccc1
  -2	10	1	-27	-25	7	103	5.2	-3	-7
> CC(=O)N1CCN(C(=O)c2ccc(NS(=O)(=O)c3ccc4[nH]c(=O)[nH]c4c3)cc2)CC1
  6	19	-1	-16	2	0	101	-0.3	2	6
> O=C(Oc1ccc2c(=O)c(Cl)coc2c1)c1ccncc1
  -14	17	2	0	14	3	x	-2.6	0	-6
> COc1cccc(OC)c1C(=O)N1CCN(c2ccccn2)CC1
  -5	7	-1	-1	-4	0	101	0.8	0	-8
> CCNC(=O)NC(=O)COC(=O)c1cccc(NS(=O)(=O)/C=C/c2ccccc2)c1
  -1	-11	-1	6	-3	0	108	0.6	1	-12
> CSc1nc(NCCCO)c2c3c(sc2n1)CN(C)CC3
  -15	16	-4	-3	11	-1	110	-2.2	0	-2
> CN(CC(=O)Nc1c(Cl)cccc1Cl)C(=O)CCC(=O)c1ccccc1
  -6	-2	0	9	9	-3	104	-1.4	-3	-2
> O=C(Nc1cccc(F)c1)c1ccc2c(c1)OCO2
  -13	3	3	3	6	-6	113	-1.0	-3	3
> Cc1c(N=Cc2nc3ccccc3n2C)c(=O)n(-c2ccccc2)n1C
  7	4	1	0	7	-5	100	-1.3	-1	-3
> CCCCN1C(=O)C(O)(CC(=O)c2ccco2)c2cc(Br)ccc21 (configuration not stated)
  3	10	-1	-18	4	-4	100	-0.7	-3	-9
> CCOC(=O)C(NC(=O)c1ccccc1)(OCC1(CC)COC1)C(F)(F)F (configuration not stated)
  4	0	4	2	-2	0	114	0.4	-1	7
> CCOC(=O)[C@@H]1[C@H]2COc3ccccc3[C@@H]2N2C(=O)N(c3ccc(F)cc3)C(=O)[C@@]12C
  4	1	2	-9	7	3	108	-1.1	-1	3
> COc1ccc(C2(CNC(=O)c3ccccc3[N+](=O)[O-])CCOCC2)cc1
  -3	-23	-1	7	22	3	101	-4.6	4	-3
> COc1ccc(-c2ccc(C#N)c(SCC(=O)NC3CC3)n2)cc1OC
  -4	-12	0	0	5	-3	112	-0.9	2	-2
> CCOC(=O)c1ccc(NC(=O)NC2CC3CCC(C2)N3Cc2nnnn2Cc2ccco2)cc1 (configuration not stated)
  -12	-1	2	-8	9	2	105	-1.6	2	-9
> CN1CCc2c(OCC(=O)N3CCCc4ccccc43)cccc2C1=O
  1	14	-2	19	11	-4	111	-2.2	2	-2
> Cc1ccc([N+](=O)[O-])cc1N(CC(=O)N1CCCCC1)S(C)(=O)=O
  -12	-3	2	31	14	-7	104	-2.7	0	-7
> Cc1nc2nc3c(cn2n1)C(=O)CC(C)(C)C3
  -2	0	-2	6	-24	-2	x	4.0	-1	-7
> O=C1c2ccccc2C(O)(c2ncc[nH]2)N1CCc1ccccc1 (configuration not stated)
  3	30	-2	-1	21	-1	124	-4.6	-1	7
> c1ccc(-c2cc(-c3ccc(N4CCOCC4)cc3)nc3ccccc23)cc1
  -6	-17	-1	-9	12	1	95	-2.0	0	6
> COc1ccc(NC(=O)C2Cc3ccccc3O/C2=N\O)cc1 (configuration not stated)
  -8	0	-1	-11	5	3	97	-1.2	-1	4
> NC(=O)c1ccc(-c2c(-c3ccccc3)sc3ccccc23)cc1
  6	6	7	5	1	-2	107	-0.2	-5	9
> C[C@@H]1CN([C@H](C)CO)C(=O)CCCn2cc(nn2)CO[C@H]1CN(C)C(=O)Cc1ccccc1
  -6	x	2	x	x	x	x	x	-3	-3
> COc1ccc(CCNC(=O)CCCc2nnc3n(C)c(=O)c4sccc4n23)cc1OC
  -2	-3	-4	25	10	6	x	-1.6	0	-2
> CCOc1ccc(S(=O)(=O)N(C)c2ccc(OCC(=O)N3CCOCC3)cc2)cc1
  -9	28	-3	18	12	0	98	-2.0	-3	-7
> O=[N+]([O-])c1ccc(-c2nc(=S)c3c(o2)CCCC3)cc1
  -6	-23	1	5	5	-2	101	-1.0	-1	10
> COc1ccc(NC(=O)NNC(=O)c2ccc3ccccc3c2)cc1OC
  1	2	0	1	17	2	x	-3.1	0	-5
> O=C(COC(=O)C1CCN(c2ccc(C(F)(F)F)cn2)CC1)c1ccc(Cl)cc1
  4	-6	2	3	14	-1	107	-2.8	-8	-2
> O=c1cc(-c2ccccc2Cl)oc2ccc([N+](=O)[O-])c(O)c12
  -10	4	8	-10	2	1	92	-0.5	4	-1
> CCC(=O)Nc1cccc(NC(=S)NC(=O)c2cccs2)c1
  -10	-5	2	-13	17	-5	105	-3.7	0	8
> CS(=O)(=O)c1ccc(Cl)c(NC(=O)COC(=O)/C=C/c2cnc3ccccc3n2)c1
  -4	2	0	-7	16	11	94	-3.0	4	-3
> CCOC(=O)NC(NC(=S)Nc1ccccc1OC)C(Cl)(Cl)Cl (configuration not stated)
  -4	17	-2	-33	-6	6	123	1.1	-2	-5
> CCC(C)c1ccccc1N1CC(C(=O)N2CCN(S(=O)(=O)c3cccc([N+](=O)[O-])c3)CC2)CC1=O (configuration not stated)
  6	21	0	9	15	-3	107	-2.9	-1	-13
> COc1ccccc1C(=O)C1CCCN(C(=O)CCc2ccccn2)C1 (configuration not stated)
  -7	-12	1	16	0	-6	93	0.0	-2	-3
> N#C/C(=C\c1ccc(C(=O)O)cc1)c1nc2sc3c(c2c(=O)[nH]1)CCCC3
  -4	11	-3	-5	4	4	90	-0.7	9	3
> COc1cccc(-c2cc(N)nn2C(=O)Nc2ccc(Cl)cc2)c1
  4	-8	2	5	-17	-2	105	3.1	-1	-2
> O=C(O)c1cccnc1SC1CC(=O)N(c2ccc(OC(F)F)cc2)C1=O (configuration not stated)
  -2	-2	1	-1	2	0	99	-0.3	2	-2
> COc1cccc(NC(=O)N2CCC(NC(=O)C(Cc3ccccc3OC)NC(C)=O)CC2)c1 (configuration not stated)
  -8	11	x	-16	8	6	x	-1.2	1	5
> CCOc1ccc(NC(=O)CCn2ccnc2)cc1
  -10	-7	-1	-11	25	3	98	-5.5	-4	-1
> COc1ccc(NC(=O)CSCC(=O)N2CCCc3ccccc32)cc1
  2	0	-1	4	2	-2	117	-0.4	0	-5
> Oc1ccc(-c2[nH]ncc2-c2nc3ccccc3s2)c(O)c1
  7	4	2	-14	3	6	105	-0.6	1	-2
> O=C(Nc1cccc(C(F)(F)F)c1)OCCN1CCN(Cc2ccccc2)CCC1=O
  -10	-1	-7	-5	1	8	102	-0.2	0	-1
> N#CC1=C(SCC(=O)Nc2ccc(C(=O)O)cc2)NC(=O)CC1c1ccco1 (configuration not stated)
  0	8	0	25	13	-3	97	-2.5	0	5
> Cc1cccc(Nc2nc(-c3ccc(F)c(C)c3)cs2)n1
  -5	6	-1	3	-9	-1	101	2.0	-12	-3
> COc1ccc2sc(-c3ccccc3OC)c(C#CC(C)(C)O)c2c1
  3	0	-1	-23	-21	0	97	3.8	-5	3
> CC(=O)/C(C#N)=C1\NC(=O)C(Cc2ccccc2Cl)S1 (configuration not stated)
  -2	4	0	-1	5	4	x	-0.8	15	-1
> CC(C)C(=O)N1CCN(c2nc(-c3ccccc3)c3c(c2C#N)CC(C)(C)OC3)CC1
  -8	7	0	-3	6	1	114	-1.1	-1	-8
> CN(C)c1ncnc2c1C(c1ccccc1)C(C)(C)O2 (configuration not stated)
  2	-8	1	3	17	-1	90	-3.3	-2	4
> CCN(CC)C(=O)c1ccc(C(=O)c2c(C)cc(C)cc2C)cc1
  -13	4	0	2	-23	-12	102	4.0	-1	-7
> N#Cc1ccccc1Sc1ccccc1C(=O)Nc1ccccc1
  4	-6	4	14	14	-6	x	-3.5	-2	6
> Cn1cc(-c2nnc(-c3ccccc3)o2)c2ccccc21
  -2	22	-3	7	-2	-2	101	0.2	-3	8
> CCc1sc(C(=O)NCCc2ccc(S(N)(=O)=O)cc2)cc1C
  0	10	-6	-16	-2	6	107	0.4	-4	-3
> CN1CCN(C2CCN(S(=O)(=O)c3ccc(C(C)(C)C)cc3)CC2)CC1
  -2	-5	-2	-10	-2	2	88	0.3	1	0
> COc1ccc(C(=O)NCCC2=CCCCC2)cc1OC
  -12	-1	-1	3	15	-2	117	-3.5	3	-11
> COc1ccc(/C=C2\Sc3ccc(C(=O)N4CCN(Cc5ccccc5)CC4)cc3N(C)C2=O)cc1OC
  -2	9	-1	-26	-7	7	101	1.5	1	-6

# Two neighbouring compounds already listed, for reference:
# Values in the order – PKA-R1A act	Arr AP2 block	V-ATPase pHluor	HTR5A inv ctr	MOR-DOR inv ag	HTR5A ag ctr	DSG3 Ab inh	OPRM1-OPRD1 ag	DAGLB inhibitor	PKA-R2B activ
> COc1ccc(C(=O)NCCC2=CCCCC2)cc1OC
  -12	-1	-1	3	15	-2	117	-3.5	3	-11
> COc1ccc(/C=C2\Sc3ccc(C(=O)N4CCN(Cc5ccccc5)CC4)cc3N(C)C2=O)cc1OC
  -2	9	-1	-26	-7	7	101	1.5	1	-6

# Screening data: PubChem, several laboratories
